sdo1 growth = restores growth of sdo1-depleted yeast | S. cerevisiae sdo1-depleted JHY4D growth rescue, OD600 30 h; active compounds read high; pdr5 snq2 efflux-pump mutant strain | z-score at 10 µM | actives 0.21% (n = 140,000) | AID 817;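 active means z-score above 3 at both the 24 hr and the 30 hr optical density reads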;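 further: z-score against mean and SD of all compound wells on the same plate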
Insulin prom inh = TRM-6 insulin promoter activity inhibition | inhibition, % at 2 µM | AID 1273 | TRM-6 cells (human fetal islet line), insulin promoter-eGFP reporter, imaging; reporter expression induced with tamoxifen | actives 0.9% (n = 130,000);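 active means inhibition above the mean plus 3 SD, with well images judged a real hit on visual review, cut at about 60% in these data, passing the limit was not always enough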
sdo1 growth Rescue 24 h = also measured in sdo1 growth; calls as there; z-score; S. cerevisiae sdo1-depleted JHY4D growth rescue, OD600; measured here: growth rescue at 24 h;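 0 is the plate mean of compound wells and units are plate SD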
Starred values were filed as active, the others as inactive; · = not tested or not shown; & = joins results of further samples. Not all compounds are listed, so the mix of outcomes need not match the whole.

SMILES	sdo1 growth	sdo1 growth Rescue 24 h	Insulin prom inh
CCOC(=O)N1CCC(N2Cc3cccc(C(=O)N4CCN(c5cccc(C)c5C)CC4)c3C2=O)CC1	·	·	-27
COc1ccc(OC)c2[nH]c(=O)c(CCNS(=O)(=O)c3ccc(C)cc3)cc12	0.01	-0.83	27
O=C(c1ccccc1)c1ccc(OCC(O)CN2CCOCC2)cc1 (stereo not given)	·	·	-233
COc1ccc(CCNC(=O)CSc2nc(-c3ccco3)cc(C(F)(F)F)n2)cc1OC	0.14	0.35	36
CCC1(c2ccc(F)cc2)NC(=O)N(CC(=O)c2ccc[nH]2)C1=O (stereo not given)	0.66	0.71	12
Cc1ccccc1N1C(=O)C2C3CC(=O)C(c4ccccc43)C2C1=O (stereo not given)	0.83	0.34	-13
O=C(CC1C(=O)NCCN1Cc1cccc(Oc2ccccc2)c1)NCc1cccnc1 (stereo not given)	·	·	-33
O=C1N(Nc2ccccc2)C(c2ccc(Br)cc2)C12CCCCC2 (stereo not given)	-1.1	-0.26	-123
O=C(C(c1ccccc1)c1ccccc1)N1CCN(Cc2ccc(Br)cc2)CC1	-3.1	-2	7
Cc1cccc(NC(=O)CC2S/C(=N/c3nccs3)N(C)C2=O)c1 (stereo not given)	-0.75	-0.21	-17
c1ccc(N2CCN(c3ccccc3)C2c2cccs2)cc1	-0.49	-0.53	·
CCN(CC)c1ncn(Cc2c(Cl)cccc2Cl)c2ncnc1-2	-1.3	-0.45	5
C/C(CC(=O)Nc1ccc(Cl)c(C(F)(F)F)c1)=N\NC(=O)c1cccc(O)c1	0.2	0.53	-16
CCOC(=O)N1CCN(CCC(=O)Nc2ccc(C)c(Br)c2)CC1	1.3&1.3	1.4&0.42	·
COc1ccc(NC(=O)CN2C(=O)C(C)Oc3ccccc32)c(OC)c1 (stereo not given)	1.2	1.6	-100
O=C(Oc1ccccc1)c1cc2ccccc2o1	-0.56	-0.15	14
O=C(Nc1ccc(Cl)cc1)C1CCCN(S(=O)(=O)c2cnc[nH]2)C1 (stereo not given)	0.28	-0.26	·
COC(=O)C1CCN(C(=O)Cc2ccc(Br)cc2)CC1	0.52	0.56	11
O=[N+]([O-])c1cccc(/C=N/Nc2nccnc2Cl)c1	1.5	0.84	13
COc1cccc(N/C(SCc2cccc([N+](=O)[O-])c2)=C(/C#N)C(=O)NCc2cccs2)c1	0.45	1.6	-31
CCNC(=S)N/N=C(\C)c1cccc(OC)c1	·	·	42
CCn1c(CSc2ncccn2)nnc1SCC(=O)N1c2ccccc2CC1C (stereo not given)	0.33	0.53	-51
CCOC(=O)C1CN(S(=O)(=O)c2ccc(F)cc2)C1	0.78	-0.56	36
CN(c1ccc(OCC(=O)OCC(=O)Nc2ccccc2)cc1)S(=O)(=O)c1cccs1	0.28	-0.36	0
O=[N+]([O-])c1cccc(C(=Nc2ccc(Cl)cc2)NO)c1	-0.55	-0.34	14
CC(=O)c1cc(-c2ccccc2)n(CC(=O)Nc2cccc(C)c2)c1C	-1.1	-0.58	-12
COCCCn1cc(C(=O)c2ccccc2OCC(=O)Nc2cccc(F)c2)cc(C#N)c1=O	·	·	-26
Clc1ccc(-c2nnc(-c3ccco3)o2)cc1	0.19	0.11	·
Cc1cccc(NC(=O)CS(=O)(=O)c2c[nH]c3ccccc23)c1C	-0.15	-0.75	·
O=C(Nc1ccc(Sc2ccc(Br)cc2)cc1)c1ccco1	-0.93	0.15	50
O=C(NCc1ccc(-c2nc3ccccc3s2)cc1)c1ccco1	0.43	1.3	4
CCn1c(C(=O)N2CCCC(C(=O)O)C2)cc2sccc21 (stereo not given)	1.5	0.49	19
COc1ccc(OCCCC(=O)NCC(C)C)cc1	-0.2	-0.71	·
O=C(NCc1ccccn1)c1cccc(NS(=O)(=O)c2ccccc2F)c1	1.6	-0.25	29
COc1ccc(OC)c(-n2c(-c3ccc(S(C)(=O)=O)cc3)cc(C=O)c2C)c1	0.99	1.2	0
COc1ccc(CCNC(=O)C2CCCN(S(=O)(=O)c3cnc[nH]3)C2)cc1OC (stereo not given)	0.91	0.56	·
Cc1ccc(NC(=O)COC(=O)c2cccc3c2C(=O)c2ccccc2C3=O)c(C)c1	-0.8	-1.3	·
COc1ccccc1NC(=S)NCc1ccccn1	0.58	0.6	·
Cc1ccc(-c2noc(=O)n2CC(=O)c2ccc(Cl)cc2)cc1	·	·	-64
COc1cc(/C=c2\sc3n(c2=O)C(c2ccccc2)C(c2ccccc2)=NN=3)ccc1O (stereo not given)	-0.53	1	-24
COC(=O)NCc1ccc(CNC(=O)OC)cc1	0.64	0.06	·
O=C(CCn1c(=O)[nH]c2ccccc2c1=O)N1CCN(c2ccc(Cl)cc2)CC1	-0.62	-0.26	·
CCN=C1SC(CC(=O)Nc2ccc(C(F)(F)F)cc2)C(=O)N1CC (stereo not given)	-0.71	-0.46	·
O=C(O)CCC(=O)N1N=C(c2ccc(Br)cc2)CC1c1cccs1 (stereo not given)	·	·	26
Cc1c(-n2cc(C(=O)O)c(=O)c3cc(F)c(N4CCCC(O)C4)c(F)c32)c(=O)n(-c2ccccc2)n1C (stereo not given)	·	·	14
CCSc1nc(O)cc(=O)n1-c1ccc(OC)cc1	2.6	2	27
Cc1ccc(C)c(N(C)C(=O)c2coc(=O)c3ccccc23)c1	-0.54	-0.95	17
Cc1noc(C)c1CSc1nnc(-c2ccccc2F)n1CCc1ccccc1	-1.6	-0.73	-29
Nc1[nH]nc2nc3ccccc3cc12	·	·	-14
CCCOc1ccc(C2/C(=C(\O)c3c(C)[nH]c(C(=O)OC)c3C)C(=O)C(=O)N2CCN(C)C)cc1 (stereo not given)	1	1.6	85*
CN1CCN(C(=O)c2ccc3c(c2)NC(=O)C(N2CCOCC2)S3)CC1 (stereo not given)	-0.71	-0.96	-29
O=C(O)CNc1nc(-c2ccccc2)c2cc([N+](=O)[O-])ccc2n1	0.79	0.58	6
Cc1cccc(-c2noc(-c3ccc(F)cc3)n2)c1	-0.47	-0.74	-14
c1ccc(Cn2nnnc2-c2ccco2)cc1	-0.08	-0.37	-50
Nc1c(-c2ccccc2)c(CSc2nc3ccccc3[nH]2)nn1-c1ccc(C(=O)O)cc1	0.69	-0.43	·
Cc1cccc(C)c1NC(=S)N(C)CCc1ccccn1	0.68	0.08	0
CCC(C)NC(=O)CNC(=O)Cn1c(C)cc2ccccc2c1=O (stereo not given)	-0.03	-0.99	·
Cc1ccc(-n2nc(C(=O)NCc3ccc(C)o3)c3c4ccccc4n(C)c3c2=O)cc1	-1.1	0.29	-8
NC(=O)COc1ccc(C23CC4CC(CC(C4)C2)C3)cc1	·	·	-55
O=C(CNc1ccc2c(c1)OCO2)N/N=C\c1ccccc1Cl	0.22	0.28	14
Remaining list, next part.
SMILES	sdo1 growth	sdo1 growth Rescue 24 h	Insulin prom inh
COCC(COCCCNC(=O)Nc1ccc(Br)cc1)OC (stereo not given)	0.14	-0.21	·
c1ccc2c(c1)nc(NC1CCCCC1)c1nncn12	-0.22	-0.31	·
CN(C)S(=O)(=O)N(CC(=O)NCc1ccccc1)c1ccccc1	-0.21	1	-183
Nc1nc(SCC(=O)Nc2ccccc2)nc2nc3c(cc12)CCCC3	-0.05	-0.11	26
COCCNC(=O)C(c1ccccc1C)N(CCOC)C(=O)Cn1nnc2ccccc21 (stereo not given)	0.1	-0.73	·
CCOC(=O)c1ccc(COc2nc3ccccc3nc2-c2ccccc2NC(C)=O)o1	-0.06	-0.04	0
Cc1cc(C(=O)CSc2ncccn2)c(C)n1Cc1ccco1	·	·	9
Cc1occc1-c1nnc(SCC(=O)Nc2nc(-c3ccccc3)cs2)o1	0.25	1.3	25
CCCCOc1ccc(/C(O)=C2/C(=O)C(=O)N(Cc3cccnc3)C2c2ccncc2)c(C)c1 (stereo not given)	0.61	-0.33	39
O=C(C[n+]1ccccc1)Nc1c(Cl)cc(Cl)cc1Cl	·	·	15
COc1ccc(S(=O)(=O)Nc2cc(C(=O)NCCCOC(C)C)ccc2N2CCOCC2)cc1	·	·	21
CCOc1cc(NC(=S)NCCCN2CCOCC2)c(OCC)cc1NC(=O)C(C)C	1.8	0.64	22
COc1ccc(-c2c3c(=O)n(C)c(=O)n(C)c3cn2-c2cc(OC)ccc2OC)cc1	-0.69	-0.8	·
COC(=O)Cc1ccc(NC(=S)NCc2ccc(Cl)cc2)cc1	-0.16	-0.29	6
COc1ccc2c(c1)CC/C2=N\OC(=O)c1cccc(C)c1	-1.4	-0.85	-35
Clc1ccc(CNc2nc(N3CCOCC3)nc(N3CCOCC3)n2)cc1	-0.51	-0.72	-17
CCN(CC)S(=O)(=O)c1ccc(C)c(NC(=O)COC(=O)c2ccc(C)c(S(=O)(=O)N3CCOCC3)c2)c1	0.51	0.46	·
CCCCNC(=S)Nc1cccc(C(C)=O)c1	-0.53	-0.41	21
COC(=O)C(C)(C(=O)OC)c1ccc([N+](=O)[O-])cn1	1.5	0.58	53
O=C(NC1=NCCS1)c1sc2cc(F)ccc2c1Cl	-1.3	-1.6	·
COC(=O)[C@H](C)NC(=O)Nc1ccc(S(N)(=O)=O)cc1	0.26	-0.78	-23
CC(C)C1COC(c2cccc3ccccc23)=N1 (stereo not given)	-0.78	-1.4	-30
CSc1nc(N2CCOCC2)c2c(c1C#N)CC(C)(C)OC2	0.23	1.3	17
CN1CCN(S(=O)(=O)c2ccc(NC(=O)c3ccco3)cc2)CC1	0.6	0.71	-33
COc1ccccc1N1CCN(CCCNC(=O)Nc2ccccc2)CC1	0.69	0.7	20
CCOC(=O)C1=C(c2ccccc2)Nc2c(c(=O)n(C)c(=O)n2C)C1c1ccc(O)c(OC)c1 (stereo not given)	0.05	-0.17	-7
CCOC(=O)CCC(=O)Nc1cccc([N+](=O)[O-])c1	0.43	-0.72	-17
CCOC(=O)c1c(NC(=O)COC(=O)Cn2cnc3ccccc32)sc(C)c1C	2	2.6	·
O=C(CC1SC(=O)N(Cc2ccc(Cl)cc2)C1=O)Nc1nccs1 (stereo not given)	0.45	1.2	·
COc1ccc(-c2csc3nc(-c4cccnc4)nc(N4CCC(C(N)=O)CC4)c23)cc1OC	-0.19	-0.72	10
CCOC(=O)C(C)Sc1nc(C2CC2)cc(C(F)(F)F)c1C#N (stereo not given)	-0.41	-0.28	17
CC1CCN(C(=O)CCNS(=O)(=O)c2ccccc2)CC1	-0.05	-0.14	-8
CCOc1ccc(NC(=O)CC2C(=O)N(c3ccccc3)C(=S)N2Cc2ccccn2)cc1 (stereo not given)	-0.12	-0.29	-58
Cc1cccc(N2CCN(C(=O)c3ccccn3)CC2C)c1 (stereo not given)	·	·	-9
O=C(N/C=N/O)C1=NOC(CNc2ncc(C(F)(F)F)cc2Cl)C1 (stereo not given)	-0.03	0.89	19
Cc1cccc(C(=O)Nc2c(C#N)c(C)c(C)n2Cc2ccccc2)c1	-0.64	-0.11	23
CN(C)CCCn1c(-c2ccccc2)nc(=S)c2c1CCCC2	0.71	0.33	0
O=C(CNCc1ccccc1)Nc1ccccc1-c1ccccc1	0.67	0.59	-44
Cn1c(CNC(=O)Cc2ccc3c(c2)OCO3)nnc1SCc1ccccc1	0.64	0.87	-127
O=C(COc1ccccc1[N+](=O)[O-])Nc1ccc(CN2CCOCC2)cc1	·	·	-24
CNS(=O)(=O)c1cccc(C(=O)OCC(=O)Nc2ccccc2F)c1	·	·	6
CCc1cc2c(=O)c(-c3cnn(-c4ccccc4)c3)c(C)oc2cc1OCC(=O)Nc1ccc(F)c(F)c1	1.1	0.78	0
CCOC(=O)Nc1sc2nc(C)cc(C)c2c1-n1cccc1	-1.1	-0.49	-47
COc1ccc(C2C(C(=O)Nc3cccnc3)=C(C)Nc3nc(-c4ccco4)nn32)cc1 (stereo not given)	0.77	0.28	·

Compounds shown so far that have an aryl thioether with sulfur outside any ring, in the order listed:
SMILES	sdo1 growth	sdo1 growth Rescue 24 h	Insulin prom inh
COc1ccc(CCNC(=O)CSc2nc(-c3ccco3)cc(C(F)(F)F)n2)cc1OC	0.14	0.35	36
CCn1c(CSc2ncccn2)nnc1SCC(=O)N1c2ccccc2CC1C (stereo not given)	0.33	0.53	-51
O=C(Nc1ccc(Sc2ccc(Br)cc2)cc1)c1ccco1	-0.93	0.15	50
CCSc1nc(O)cc(=O)n1-c1ccc(OC)cc1	2.6	2	27
Cc1noc(C)c1CSc1nnc(-c2ccccc2F)n1CCc1ccccc1	-1.6	-0.73	-29
Nc1c(-c2ccccc2)c(CSc2nc3ccccc3[nH]2)nn1-c1ccc(C(=O)O)cc1	0.69	-0.43	·
Nc1nc(SCC(=O)Nc2ccccc2)nc2nc3c(cc12)CCCC3	-0.05	-0.11	26
Cc1cc(C(=O)CSc2ncccn2)c(C)n1Cc1ccco1	·	·	9
Cc1occc1-c1nnc(SCC(=O)Nc2nc(-c3ccccc3)cs2)o1	0.25	1.3	25
CSc1nc(N2CCOCC2)c2c(c1C#N)CC(C)(C)OC2	0.23	1.3	17
CCOC(=O)C(C)Sc1nc(C2CC2)cc(C(F)(F)F)c1C#N (stereo not given)	-0.41	-0.28	17
Cn1c(CNC(=O)Cc2ccc3c(c2)OCO3)nnc1SCc1ccccc1	0.64	0.87	-127

Screening results: PubChem BioAssay, several laboratories
